High-throughput results as filed in PubChem.
697 NFkB inh – inhibitors of the PMA/ionomycin-induced NF-kB reporter in 697 B cells; 0.33% of 330,000 active; 697 B-cell NF-kB luciferase reporter, 16 h; inhibition, % at 4 µM; in the data active = inhibition above about 35%
Apaf1 inhib – human Apaf-1 inhibition; O14727; reconstituted apoptosome caspase-3 activity, DEVD-Rh110 fluorescence; inhibition, % at 20 µM; 0.71% of 330,000 active; active = inhibition of at least 40% at 20 µM;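 note: plate controls were DMSO wells for no effect and DEVD-CHO caspase inhibitor wells for full effect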
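Material: reconstituted apoptosome with Apaf-1, cytochrome c, caspase-9, procaspase-3, dATP. Technique: Rh110 fluorescence intensity. Buffer or medium: pH 7.5 Hepes buffer with CHAPS, BSA, DTT. Times: 30 min plus 50 min, RT.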
EBI2 antag – antagonists of human EBI2 receptor | P32249 | EBI2 beta-arrestin recruitment, luminescence, 7a,25-OHC stimulated | inhibition, % at 5 µM | 0.81% of 360,000 active; in the data active = inhibition above about 38%;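 note: enzyme fragment complementation signal reports receptor beta-arrestin coupling in cells; 0% = agonist plus DMSO wells and 100% = wells without agonist; some results beyond the cut were filed as inactive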
Target sequence (P32249 whole entry, looked up, the tested form may be a part): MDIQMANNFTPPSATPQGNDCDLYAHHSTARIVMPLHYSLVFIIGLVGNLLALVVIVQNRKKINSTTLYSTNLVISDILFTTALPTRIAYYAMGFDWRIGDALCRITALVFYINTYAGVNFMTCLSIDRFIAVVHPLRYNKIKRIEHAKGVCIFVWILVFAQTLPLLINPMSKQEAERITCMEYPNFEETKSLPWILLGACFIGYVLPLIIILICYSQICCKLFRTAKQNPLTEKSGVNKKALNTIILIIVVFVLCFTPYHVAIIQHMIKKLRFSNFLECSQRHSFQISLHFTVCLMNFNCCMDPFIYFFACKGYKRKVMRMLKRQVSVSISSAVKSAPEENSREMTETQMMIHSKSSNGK
Jurkat NFkB inh – lowers PMA/ionomycin-induced NF-kB signal in Jurkat cells | PMA/ionomycin-induced NF-kB luciferase reporter, luminescence | inhibition, % at 4 µM | 0.53% of 330,000 active | AID 435003
SENP8 inh – inhibitors of human SENP8 protease; Q96LD8; AID 2540; inhibition, % at 10 µM; purified SENP8, Z-RLRGG-aminoluciferin cleavage, luminescence; 1.2% of 330,000 active
Target sequence (Q96LD8 whole entry, looked up): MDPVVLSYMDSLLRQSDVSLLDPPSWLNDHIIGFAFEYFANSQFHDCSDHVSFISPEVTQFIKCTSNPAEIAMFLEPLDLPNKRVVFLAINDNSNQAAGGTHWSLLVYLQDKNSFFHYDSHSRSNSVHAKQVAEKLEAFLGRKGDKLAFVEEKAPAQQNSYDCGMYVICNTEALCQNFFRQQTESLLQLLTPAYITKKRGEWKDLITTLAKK
UBC13 inh – human UBC13 polyubiquitination inhibition | inhibition, % at 20 µM | P61088 | UBC13 polyubiquitin chain formation, TR-FRET | 0.47% of 330,000 active; in the data active = inhibition above about 45%, passing the limit was not always enough
CCR6 antagonist – antagonists of human CCR6 receptor | P51684 | CHO-K1 CCR6 PathHunter beta-arrestin, luminescence, CCL20-stimulated | AID 493098 | inhibition, % at 20 µM | 0.49% of 340,000 active;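 active = compounds whose inhibition of the agonist-driven luminescence signal at 20 µM reaches about 50%, limit read from the data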;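 note: cells stimulated with CCL20 at 14 nM final; plate controls were DMSO with CCL20 for no effect and DMSO without agonist for full effect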
Target sequence (P51684 whole entry, looked up): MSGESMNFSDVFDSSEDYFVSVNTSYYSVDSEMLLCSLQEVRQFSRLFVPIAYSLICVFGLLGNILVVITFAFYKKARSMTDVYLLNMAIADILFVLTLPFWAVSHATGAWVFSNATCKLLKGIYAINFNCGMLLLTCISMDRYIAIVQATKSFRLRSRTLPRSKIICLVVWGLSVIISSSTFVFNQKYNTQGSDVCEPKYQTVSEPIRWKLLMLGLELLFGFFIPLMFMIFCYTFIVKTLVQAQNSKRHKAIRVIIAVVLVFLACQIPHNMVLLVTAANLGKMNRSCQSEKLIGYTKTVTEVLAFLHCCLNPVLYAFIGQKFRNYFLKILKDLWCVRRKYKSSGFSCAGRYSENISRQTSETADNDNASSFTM
Gli-Sufu block – Gli-Sufu pathway antagonism | inhibition, % at 5 µM | AID 588413 | 0.74% of 340,000 active | Sufu-KO-LIGHT fibroblasts, Gli luciferase reporter luminescence;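 active = inhibition above about 55%, limit read from the data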;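 note: 0% = DMSO-treated cells and 100% = wells with medium but no cells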
An asterisk follows results filed as active; nt = no result given. Cut-off read from the data, not from the text of the source, unless noted: active = inhibition above about 50%; inactive = the rest. The list is partial. The share of hits here may be higher or lower than overall.

Results follow in this order: CCR6 antagonist, SENP8 inh, 697 NFkB inh, Gli-Sufu block, Jurkat NFkB inh, EBI2 antag, Apaf1 inhib, UBC13 inh
c1ccc(CSc2nnc(-c3ccco3)n2Cc2ccccc2)cc1
 : 23, 2, -86, -54, -79, 4, 13, 6
CC(=O)c1ccc(OCc2cc(C(=O)N3CCCCCCC3)no2)cc1
 : 6, -12, -48, 15, -13, -6, 7, -2
COc1ccc2c(c1)CC/C(=C\C=C\c1ccccc1OC)C2=O
 : 10, -6, -18, -11, -8, -4, 21, -16
CCCn1nc2cc(C(=O)NCc3ccc(C)cc3)ccc2c1OC
 : 0, -16, -1, -17, 4, 14, 3, 0
O=c1[nH]c(/C=C/c2cccc3ccccc23)nc2ccccc12
 : 1, -11, 12, -38, -22, 7, 10, -6
Cc1ccccc1CN(c1ccc(C(=O)Nc2ccccc2C(=O)N2CCCC2)cc1)S(C)(=O)=O
 : 7, 6, 13, -6, -5, 35, 10, 8
COCCN(C(=O)COC(=O)Cc1cccc(OC)c1)c1c(N)n(Cc2ccccc2)c(=O)[nH]c1=O
 : 2, -8, 5, -12, 5, -6, 7, 3
CCOC(=O)C1(CCOc2ccccc2)CCN(Cc2cccc(-n3cccn3)c2)CC1
 : 4, 6, 2, 52, -6, 2, 29, 11
O=C(CCC(=O)OCc1ccc([N+](=O)[O-])cc1)Nc1ccccc1Cl
 : -7, 4, -26, -6, 2, -10, 10, -10
CCOc1cc(/C=C/c2cc(C(=O)O)c3ccccc3n2)ccc1O
 : -6, -6, -21, 0, -3, 0, 11, -11
O=C(NCCCN1CCOCC1)C1CCN(S(=O)(=O)c2ccccc2)CC1
 : 4, -7, 3, -5, 1, -14, 4, -1
COc1ccc(C2C(C(C)=O)=C(O)C(=O)N2c2ccc(Br)cc2)cc1 (centres undefined)
 : -1, -8, -61, 24, -21, 0, 7, -21
CCOC(=O)C(=O)CC(=O)c1ccc2c(c1)OCCO2
 : -7, -9, 5, -20, -1, -9, 1, -7
COc1ccc(OC)c(C2=NOC(C(=O)Nc3c(C)n(C)n(-c4ccccc4)c3=O)C2)c1 (centres undefined)
 : -5, -3, 25, -5, 2, 1, 3, 7
N#Cc1ccc(CSc2nnc(-c3cccnc3)o2)cc1
 : -12, -7, 6, -3, 5, -6, -2, -5
C[C@H]1CN=C2N(CCNC(=O)CCC3CCCCC3)[C@H](Cc3ccc(O)cc3)CN21
 : 6, 4, 20, 6, -2, 6, -2, 10
COc1cccc2cc(C(=O)NCCc3ccccc3)c(=O)oc12
 : 5, -19, 9, -21, -9, 26, 14, 1
CCOC(=O)C1CCN(C(=O)CN2C(=O)COc3ccc(C(C)(C)C)cc32)CC1
 : 15, 4, -2, 7, 13, 8, 5, 6
CC1(C)CC(=O)C2=C(C1)NCN(Cc1ccc3c(c1)OCO3)C2
 : -5, 2, -7, -2, -3, -1, -3, -6
O=C(O)Cn1ncc2ccccc2c1=O
 : 2, -5, -2, -3, -11, 3, 4, -1
CCCCC(CCC(=O)O)(C(=O)OCC)c1csc(N)n1 (centres undefined)
 : 3, 3, 25, 0, 10, -6, 3, 2
Cc1cc(C(=O)N/N=C/c2ccc(-c3cccc(Cl)c3Cl)o2)n[nH]1
 : -4, -14, -19, -1, -10, -22, 6, 2
COc1ccccc1NC(=O)COC(=O)C1C2CC3OC(=O)C1C3C2 (centres undefined)
 : 4, 2, 3, -33, -4, -6, 4, 6
COc1ccc(CNC(=O)c2ccc(NC(=O)C3CCCO3)cc2)cc1 (centres undefined)
 : 8, 2, 10, 0, -5, -5, 0, 4
CCOC(=O)c1c(NC(=O)C2c3ccccc3Oc3ccccc32)sc(C(N)=O)c1C
 : -7, -8, 8, 14, -12, 16, 20, 19
O=C(c1cnc2n(c1=O)CCS2)N1CCCc2ccccc21
 : -16, 4, 17, 5, -4, -20, 1, -4
O=C(CC(NC(=O)c1ccccc1)c1ccccc1)NCc1ccccc1 (centres undefined)
 : 7, -12, -2, -3, 9, -1, 4, -23
COc1cc(/C=C(/C#N)c2nc3ccccc3[nH]2)ccc1Oc1ncccc1[N+](=O)[O-]
 : 9, 10, 10, -11, 3, 5, 6, -17
COc1cc(OC)cc(C(=O)NNC(=O)CCNC(=O)c2ccc(Br)cc2)c1
 : -4, -15, -14, 6, -25, 8, 3, -14
CC(C)Cc1nc(SCC(=O)NCc2ccccc2)n[nH]1
 : -6, -2, 2, 0, 4, -7, -3, 1

By substructure: the compounds so far containing a COOH group
Results follow in this order: CCR6 antagonist, SENP8 inh, 697 NFkB inh, Gli-Sufu block, Jurkat NFkB inh, EBI2 antag, Apaf1 inhib, UBC13 inh
CCOc1cc(/C=C/c2cc(C(=O)O)c3ccccc3n2)ccc1O
 : -6, -6, -21, 0, -3, 0, 11, -11
O=C(O)Cn1ncc2ccccc2c1=O
 : 2, -5, -2, -3, -11, 3, 4, -1
CCCCC(CCC(=O)O)(C(=O)OCC)c1csc(N)n1 (centres undefined)
 : 3, 3, 25, 0, 10, -6, 3, 2

Quoted at random: 2 entries already listed.
Results follow in this order: CCR6 antagonist, SENP8 inh, 697 NFkB inh, Gli-Sufu block, Jurkat NFkB inh, EBI2 antag, Apaf1 inhib, UBC13 inh
CC(C)Cc1nc(SCC(=O)NCc2ccccc2)n[nH]1
 : -6, -2, 2, 0, 4, -7, -3, 1
N#Cc1ccc(CSc2nnc(-c3cccnc3)o2)cc1
 : -12, -7, 6, -3, 5, -6, -2, -5

(list continues)
Results follow in this order: CCR6 antagonist, SENP8 inh, 697 NFkB inh, Gli-Sufu block, Jurkat NFkB inh, EBI2 antag, Apaf1 inhib, UBC13 inh
O=C(NC1CCCCC1)N1CCC(c2nc3ccccc3[nH]2)CC1
 : -2, 12, 20, 3, 9, 5, -7, -4
O=C(O)CCC(=O)Nc1ccc(OCC2CCCO2)cc1 (centres undefined)
 : 8, 9, -8, 8, 1, -6, -3, 7
O=C(NCc1ccco1)c1ccc(=O)oc1
 : 2, -3, 6, 9, 6, -8, -6, -10
Cc1ccc(S(N)(=O)=O)cc1NC(=O)/C=C/c1ccc2c(c1)OCO2
 : 21, 0, 10, -10, 0, 10, 1, 1
COc1ccccc1N1CCN(C(=O)CN2C(=O)c3ccccc3C2=O)CC1
 : -2, -4, -11, 5, -4, 1, 1, -5
COc1cc(CNCCN2CCOCC2)ccc1OCC(=O)NC(C)(C)C
 : 1, -4, 21, -35, 0, -3, 3, -9
Cc1ccc(-n2nnnc2SCC(=O)N2CC(=O)Nc3ccccc32)cc1
 : 9, 0, 25, 11, 21, 5, 5, -1
CCC(=O)Nc1cccc(-c2cnc3ccccc3n2)c1
 : 30, -24, -67, -64, -34, 7, -2, -11
CC(O)CNc1nc2ccccc2n1-c1ncnc2sc3c(c12)CCC3 (centres undefined)
 : 10, 5, -2, 23, 11, 13, 22, 15
Nc1nc(CSCCO)nc(Nc2ccc(F)cc2)n1
 : -1, -7, -16, -2, -11, 0, 3, -5
COc1ccc(NC(=O)C2=CC(c3cccs3)=NS(=O)(=O)N2C)cc1
 : 8, 12, -3, 0, 4, 10, -6, -5
O=C(O)c1ccc2c(c1)C(=O)N(C(Cc1ccc(O)cc1)C(=O)O)C2=O (centres undefined)
 : -21, -4, 1, 0, 6, -7, -10, 6
CN(C)C(=O)CCc1ccc2c3c([nH]c2c1)[C@]1(C)[C@@H](C(=O)N2CCCCC2)C[C@H](CC(=O)NCc2ccco2)C(=O)N1CC3
 : 30, nt, 12, 1, nt, -7, 5, nt
CCOc1ccc2oc(=O)cc(C)c2c1
 : -18, 1, 1, -11, -18, -9, -5, 2
O=C(CN1C(=O)c2ccccc2C1=O)Nc1sc2c(c1C(=O)NCC1CCCO1)CCC2 (centres undefined)
 : 7, 5, 11, 10, 9, 9, 5, 12
Cc1ccc(Cl)cc1N1CCN(C(=O)c2ccc3c(c2)CCN3S(C)(=O)=O)CC1
 : nt, 0, -9, nt, 37, 3, 18, 3
O=C(Cc1ccc(Cl)c(Cl)c1)OCC(=O)c1ccc[nH]1
 : 20, -12, -25, 10, -7, -2, 26, 1
O=C(Nc1cccnc1Cl)c1cc(-c2cccc(Cl)c2)on1
 : -3, -4, 17, nt, 9, 6, 3, 9
CCCCN1C(=O)C2ON(c3ccccc3C)C(c3ccco3)C2C1=O (centres undefined)
 : 9, -3, -31, 14, 8, 9, 17, -1
CCCCC(CC)C(=O)Nc1cc(C(=O)NCCC)ccc1N1CCC2(CC1)CC(c1ccccc1)=NO2 (centres undefined)
 : 3, 0, -44, 30, -7, 20, 22, -33
CC(=O)c1ccc(NC(=O)C(C)OC(=O)CCN=C2NS(=O)(=O)c3ccccc32)cc1 (centres undefined)
 : 7, -14, -18, -6, -1, -7, 6, -3
CN(C)CCC=C1c2ccccc2C=Cc2ccccc21
 : 5, -1, -4, 3, 1, -4, 1, 8
O=C(O)COc1ccccc1C1C2C(=O)N(c3ccccc3)C(=O)C2ON1c1ccccc1 (centres undefined)
 : 7, 3, 4, -19, 1, 1, 4, -6
COc1cc2cnc(-c3ccsc3)c(-c3ccc(F)cc3)c2cc1OC
 : 5, 0, 5, 5, -8, 2, 18, -3
COC(=O)c1cccc(NC(=O)CSc2nnc(-c3ccco3)o2)c1
 : 6, -4, 5, -3, -5, 4, 3, -8
O=C(COc1ccccc1)N1CCN(C(=O)c2ccccc2F)CC1
 : 5, -10, -16, -5, -11, 4, 4, -1
O=C(Nc1ccc(F)cc1)C1(S(=O)(=O)c2ccc(Cl)cc2)CC1
 : 24, 0, 5, 5, 11, 2, 3, 7
COc1cc(/C=C/C(=O)OCC(=O)c2ccc(OC(F)F)cc2)ccc1O
 : 5, 1, 9, 4, 37, 9, -3, -8
COc1ccc(C2=NN(C(=O)CSc3nc(=O)n4cc(C)ccc4n3)C(c3ccc(C)cc3)C2)cc1 (centres undefined)
 : 11, -9, -43, 4, 13, 63*, 26, 18
COCCCN1C(=O)C(O)=C(C(=O)c2ccc(C)o2)C1c1cccc(Br)c1 (centres undefined)
 : 6, 3, 10, -2, 11, -5, -2, -12
COc1ccc(N(C(=O)Cn2nnc(-c3ccc(Cl)cc3)n2)C(C(=O)NCC2CCCO2)c2ccncc2)cc1 (centres undefined)
 : 0, 7, 8, 6, -4, 9, 13, 6
COc1cccc(C(=O)Nc2ccc(NC(=O)c3ccco3)cn2)c1
 : -14, 37, -4, 3, -36, -24, -4, 0
O=C(CCc1nnc(C2(c3ccc(Cl)cc3)CCC2)o1)NCCCn1cccn1
 : 15, -2, 5, -7, -1, 7, -11, 10
CCOC(=O)N1CCC(NC(=O)c2ccc(CS(=O)c3cccc(C)c3)o2)CC1 (centres undefined)
 : 8, 6, 4, 26, 6, 2, -11, -3
O=C(CC1C(=O)NCCN1C/C=C/c1ccccc1)NCCc1cnccn1 (centres undefined)
 : 6, 1, 5, 1, 1, 9, -20, 4
O=C1CC(NC(=O)C(F)(F)F)c2cc3c(cc21)OCO3 (centres undefined)
 : -3, 4, 21, 10, 2, 0, -19, -2
COc1cc(C(C)=O)ccc1OCC(=O)Nc1ccc(Cl)c(S(=O)(=O)N2CCOCC2)c1
 : -1, -13, -21, 7, 5, -11, 8, -3
